PLC-beta3 inh – human PLC-beta3 inhibitors, primary screen, biochemical, fluorescence; 1-phosphatidylinositol 4,5-bisphosphate phosphodiesterase beta-3 (Homo sapiens), Q01970; Purified PLC-beta3, fluorogenic substrate; inhibition, % at 12.2 µM; 0.18% of 370,000 active; AID 720704, 2013; in the data active = inhibition above about 11%;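 also: 0% = median of compound wells on plate and 100% = full blocker control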
Tn7 DDE FP – inhibitors of Tn7 peptide binding to fibrin DD(E), primary screen, biochemical, fluorescence polarization, human fibrin, Tn7 probe; Fibrinogen beta chain (Homo sapiens), P02675; FP displacement of FITC-Tn7 peptide from fibrin DD(E); 0% = median of compound wells per plate; inhibition, % at 8.3 µM; 0.13% of 370,000 active;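 active = inhibition above the mean of compounds falling within the control limits plus 3 SD of them, cut at about 14% in these data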;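 also: 0% = plate median of compound wells and 100% = 10 µM Aha-Tn7 peptide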
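Assay system: human fibrin DD(E) protein / Input: 2 µM fibrin DD(E) / Benchmarks: high control of 10 µM Aha-Tn7 peptide / Measured by: fluorescence polarization of the labelled Tn7 tracer / Medium: Tris buffer with calcium and detergent, pH 7.8 / Timing: 10 min compound pre-incubation, 3 h probe incubation at room temperature / Repeats: one replicate per compound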
Tn6 DDE FP – inhibitors of Tn6 peptide binding to fibrin DD(E), primary screen, biochemical, fluorescence polarization, human fibrin, Tn6 probe; Fibrinogen beta chain (Homo sapiens), P02675; Fibrin DD(E) TRITC-Tn6 fluorescence polarization displacement; inhibition, % at 8.3 µM; 0.21% of 370,000 active; AID 720509, 2013;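 active = inhibition above a per-campaign cutoff: mean of compounds within control limits plus 3 SD, cut at about 15% in these data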;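 also: 0% = median of all compound wells on the plate and 100% = blocking peptide control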
PLCg1 inh – PLC-gamma1 enzyme inhibitors, primary screen, biochemical, fluorescence, purified enzyme; 0.84% of 370,000 active; fluorogenic substrate; inhibition, % at 12.2 µM; 1-phosphatidylinositol 4,5-bisphosphate phosphodiesterase gamma-1 (Homo sapiens), P19174; AID 720700, 2013; in the data active = inhibition above about 9.5%
ADAM17 inh – ADAM17 inhibitors, primary screen, biochemical, QFRET; recombinant ADAM17, EDANS/DABCYL FRET peptide cleavage; inhibition, % at 6.95 µM; 0.83% of 370,000 active; AID 720648, 2013;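 active = inhibition above the mean of compounds lying between control limits plus 3 SD, set per campaign, cut at about 8.5% in these data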;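 also: 0% = DMSO-only wells as the low control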
TDP2 absorb – human TDP2 enzyme inhibitors, primary screen, biochemical, epi absorbance, recombinant enzyme; Tyrosyl-DNA phosphodiesterase 2 (Homo sapiens), O95551; T5PNP hydrolysis, p-nitrophenol absorbance 415 nm; inhibition, % at 12.8 µM; AID 720702, 2013; 0.34% of 370,000 active;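 active = inhibition above the mean of all tested compounds plus 3 SD, set per campaign, cut at about 25% in these data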;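 also: 0% = DMSO with enzyme and 100% = buffer with substrate but no TDP2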
Target sequence (O95551 whole entry, looked up): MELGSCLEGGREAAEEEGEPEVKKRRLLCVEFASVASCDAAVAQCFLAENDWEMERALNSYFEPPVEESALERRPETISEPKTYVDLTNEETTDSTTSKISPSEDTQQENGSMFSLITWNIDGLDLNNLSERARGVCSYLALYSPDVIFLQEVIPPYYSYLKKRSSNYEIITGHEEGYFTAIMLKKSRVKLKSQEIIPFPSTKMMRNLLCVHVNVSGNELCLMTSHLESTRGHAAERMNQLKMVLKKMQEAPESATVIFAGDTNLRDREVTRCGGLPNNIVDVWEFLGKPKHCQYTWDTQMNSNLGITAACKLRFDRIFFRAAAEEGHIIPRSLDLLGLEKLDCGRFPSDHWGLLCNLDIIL
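System – recombinant human TDP2 · Quantity – TDP2 enzyme at 120 nM final · Doses – single concentration, 12.8 µM nominal, with 1% DMSO · Incubation – 2 h at 37 °C · Measured by – epi absorbance of p-nitrophenol freed from T5PNP by hydrolysis · Read-out – % inhibition relative to enzyme-containing and enzyme-free wells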
ASAP1 GAP inh – inhibitors of human ASAP1 ArfGAP activity, primary screen, biochemical, fluorescence polarization; Arf-GAP with SH3 domain, ANK repeat and PH domain-containing protein 1 (Homo sapiens), …; ASAP1-stimulated ARF1 GTP hydrolysis, GDP FP detection; inhibition, % at 16.5 µM; 0.19% of 360,000 active; in the data active = inhibition above about 25%;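 also: 0% = vehicle with enzyme and substrate and 100% = no enzyme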
Target sequence (Q9ULH1 325-724 limits assumed): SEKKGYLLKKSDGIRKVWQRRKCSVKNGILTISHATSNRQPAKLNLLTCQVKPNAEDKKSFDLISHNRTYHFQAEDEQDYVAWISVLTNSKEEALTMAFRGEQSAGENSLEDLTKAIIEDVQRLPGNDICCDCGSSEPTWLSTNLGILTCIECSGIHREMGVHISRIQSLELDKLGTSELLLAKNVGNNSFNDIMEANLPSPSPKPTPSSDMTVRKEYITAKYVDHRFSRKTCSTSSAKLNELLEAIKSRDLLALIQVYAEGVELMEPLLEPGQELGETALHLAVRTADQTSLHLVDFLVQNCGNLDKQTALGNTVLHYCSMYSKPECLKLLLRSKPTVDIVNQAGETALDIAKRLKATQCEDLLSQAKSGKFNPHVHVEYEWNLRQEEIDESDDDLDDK
SIAE inh – human SIAE inhibitors, primary screen, biochemical, fluorescence polarization, FP-Rh probe, 1536-well HTS; AID 1053197, 2014; 0.69% of 370,000 active; SIAE FP-Rh probe binding; inhibition, % at 9.66 µM;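 active = inhibition above a cutoff: mean of compounds within the control limits plus 3 SD of those, cut at about 17% in these data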;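 also: 0% = plate median of compound wells and 100% = probe without SIAE protein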
ADAM10 inh – human ADAM10 inhibitors, primary screen, biochemical, QFRET, HTS; Disintegrin and metalloproteinase domain-containing protein 10 (Homo sapiens), O14672; recombinant ADAM10, EDANS/DABCYL FRET peptide cleavage, 3 h; inhibition, % at 7 µM; 0.62% of 370,000 active;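 active = inhibition above a per-campaign cutoff equal to the mean of compounds falling between control-based bounds plus 3 SD, cut at about 20% in these data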;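 also: 0% = DMSO wells while the 100% control is not disclosed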
ARFGAP1 inh – inhibitors of rat ARFGAP1 GAP activity, primary screen, biochemical, fluorescence polarization, GDP tracer; ADP-ribosylation factor GTPase-activating protein 1 (Rattus norvegicus), Q62848; Arfgap1-stimulated ARF1 GTP hydrolysis, GDP FP detection; inhibition, % at 16.5 µM; 0.26% of 360,000 active; AID 651572, 2012;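 active = inhibition above a per-plate limit, mean inhibition of low control wells plus 3 SD, cut at about 25% in these data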;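 also: 0% = DMSO wells with enzyme and 100% = wells lacking Arfgap1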
Target sequence (Q62848 1-136 limits assumed): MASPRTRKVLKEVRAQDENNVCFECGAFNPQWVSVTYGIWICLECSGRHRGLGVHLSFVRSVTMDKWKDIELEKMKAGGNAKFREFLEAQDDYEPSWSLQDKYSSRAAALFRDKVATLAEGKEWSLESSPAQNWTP
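system = rat Arfgap1 catalytic domain, aa 1-136 | technique = FP, GDP Alexa 633 tracer displaced from anti-GDP antibody, 620/688 nm | compound = one concentration, 16.5 µM, DMSO 1.26% | medium = HEPES-based buffer, pH 7.5 | timing = compound-enzyme preincubation 20 min, reaction 120 min, detection 60 min, 25 °C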
The depositor's hits bear a star.

SIAE inh,PLC-beta3 inh,Tn6 DDE FP,ADAM17 inh,ASAP1 GAP inh,PLCg1 inh,ARFGAP1 inh,Tn7 DDE FP,TDP2 absorb,ADAM10 inh,compound
8,-30,1,0,-3,-16,7,-2,-10,-4,CCOC(=O)C(=CNc1cc(C(F)(F)F)ccc1N1CCOCC1)C(=O)OCC
-1,-1,-3,0,5,2,-3,-2,-3,6,O=C(CCc1ccccc1)Nc1ccc2c(c1)OCCO2
13,-7,5,-14,9,0,-7,3,7,-23,Cc1cc(C)c2cc(CN(CCO)C(=O)NC3CCCCC3)c(=O)[nH]c2c1
2,-7,-5,-3,5,-1,-5,-7,12,8,O=C(CCC(=O)N1CCN(c2ccc(F)cc2)CC1)c1ccc(Cl)cc1
-2,-14,1,-2,-20,-4,-5,2,9,1,Cc1oc2ccc(OCc3ccc(F)cc3Cl)cc2c1C(=O)O
16,-118,2,-19,2,-100,-1,-5,-9,-53,COc1ccc2[nH]c(C)c(C(=O)CN3CCc4cc(OC)c(OC)cc4C3)c2c1
-3,1,0,0,3,0,-2,2,3,0,COc1ccc(C(C#N)c2ccc(=O)[nH]n2)cc1 (stereo not drawn)
11,-2,-9,0,3,2,0,-8,8,2,CCOC(=O)c1[nH]ncc1CN1CCN(Cc2ccccc2)C(CCO)C1 (stereo not drawn)
-6,-7,-4,-1,13,-1,-2,-1,8,1,Cc1cc(C)cc(C(=O)N/N=C/c2ccoc2)c1
1,11*,3,2,11,3,-1,1,3,-7,O=C(c1ccc(F)cc1)c1cccc(C(=O)c2ccc(F)cc2)n1
-3,0,-8,-1,-6,2,-1,1,4,9,COC(=O)c1cc2ccsc2n1CC(=O)Nc1cc(C)cc(C)c1
9,0,3,-4,2,0,4,-3,6,-5,C[C@H]1Cn2cnc(C(=O)N(C)Cc3ccccc3)c2C(=O)N1
3,-9,-5,-2,-1,1,8,6,6,-2,N#CC(C(=O)c1ccccc1Cl)=C1SCCCS1
5,-1,-6,-5,-3,-3,-4,-2,10,-12,O=C(Nc1cccn(Cc2c(F)cccc2Cl)c1=O)NC1CCCCC1
-7,2,-4,-1,8,0,-1,10,12,-4,COc1ccc(C(=O)CSc2nc3cccnc3n2C)cc1
1,-4,-4,2,-5,-2,13,7,7,14,CCOc1ccccc1CNS(=O)(=O)c1cc(-c2cc(C)no2)ccc1OC
-5,-3,-3,0,-1,8,11,-8,-16,11,NC(=O)COC(=O)c1ccc2c(c1)C(=O)N(Cc1ccco1)C2=O
-3,0,6,-1,-7,5,-5,-1,6,-2,COc1cccc(C(=O)N/N=C2\SCC(=O)N2Cc2ccc3c(c2)OCO3)c1
-168,-103,-7,9.5*,9,-85,11,-8,-7,17,CCOc1cc(/C=C2\SC(=S)N(Nc3ccccc3)C2=O)ccc1O
-2,-69,-5,-4,-9,-58,7,-6,-5,-9,COc1cc(/C=C/C(=O)N2CCC=CC2=O)cc(OC)c1OC
24*,-20,2,-5,1,-13,0,4,5,-30,O=C(CC1Nc2cccc3cccc(c23)NC1=O)Nc1ccc(F)cc1 (stereo not drawn)
1,2,-1,3,-2,2,1,-1,-6,2,O=C(c1ccccc1Oc1ccccc1)N1CCN(c2ccccc2F)CC1
0,-3,-5,-2,6,8,-10,2,-13,0,CCN1C(=O)[C@H]2[C@@H](c3ccc(C)cc3)N[C@]3(CCCN(CCC(C)C)C3=O)[C@H]2C1=O
3,-2,2,0,3,0,3,1,18,1,CCOC(=O)C(C(=O)OCC)N(C#N)c1nc(N(C)C)nc(N(C)C)n1

Part of the list above in order of formula weight, low to high:
SIAE inh,PLC-beta3 inh,Tn6 DDE FP,ADAM17 inh,ASAP1 GAP inh,PLCg1 inh,ARFGAP1 inh,Tn7 DDE FP,TDP2 absorb,ADAM10 inh,compound
-3,1,0,0,3,0,-2,2,3,0,COc1ccc(C(C#N)c2ccc(=O)[nH]n2)cc1 (stereo not drawn)
9,0,3,-4,2,0,4,-3,6,-5,C[C@H]1Cn2cnc(C(=O)N(C)Cc3ccccc3)c2C(=O)N1
-5,-3,-3,0,-1,8,11,-8,-16,11,NC(=O)COC(=O)c1ccc2c(c1)C(=O)N(Cc1ccco1)C2=O
-168,-103,-7,9.5*,9,-85,11,-8,-7,17,CCOc1cc(/C=C2\SC(=S)N(Nc3ccccc3)C2=O)ccc1O
8,-30,1,0,-3,-16,7,-2,-10,-4,CCOC(=O)C(=CNc1cc(C(F)(F)F)ccc1N1CCOCC1)C(=O)OCC

Other compounds
SIAE inh,PLC-beta3 inh,Tn6 DDE FP,ADAM17 inh,ASAP1 GAP inh,PLCg1 inh,ARFGAP1 inh,Tn7 DDE FP,TDP2 absorb,ADAM10 inh,compound
-11,-5,11,-4,-1,-1,-1,-2,1,-10,Cc1ccc(C(=O)Nc2ccccc2C(=O)O)cc1NC(=O)COc1c(C)cccc1C
3,0,2,-9,11,0,-7,-1,0,-18,CCc1ccc2[nH]c(=O)c(CN(CCN(C)C)C(=O)Nc3ccccc3)cc2c1
-10,8,-8,14*,-4,2,-2,2,0,37*,Cc1ccc(NC(=O)c2c(C(F)(F)F)nn(C)c2SCc2cccc(C(F)(F)F)c2)cc1C
2,-3,0,-3,-8,-3,17,-3,-7,-1,COC(=O)c1cn(-c2ccccc2)nc1-c1cccnc1
-4,-2,5,2,4,0,10,2,-6,8,O=C(NN=C1C2CC3CC1CC(Cl)(C3)C2)c1cccs1
-2,-10,-5,-7,-7,-1,7,-8,4,-7,O=C(NCc1cccnc1)C12CC3CC(CC(Cl)(C3)C1)C2
-3,-2,-3,-2,5,3,6,0,7,-5,O=C(NCCc1ccccc1)c1ccc(-c2cccnc2)c2ccoc12
3,-7,5,-1,11,5,2,4,2,2,COc1cccc(/C=N/n2c(C3CCCCC3)n[nH]c2=S)c1O
3,1,1,-6,14,2,-3,-1,13,-5,CCc1c(C)sc(NC(=O)OC)c1C(=O)N1CCOCC1
4,-11,3,3,-15,-2,1,1,2,1,O=C(NC1CCc2ccccc21)c1cc(COc2cncc(Cl)c2)on1 (stereo not drawn)
-3,-3,-6,-1,10,2,-3,0,4,-3,CCN(CC)P(=O)(Nc1ccc([N+](=O)[O-])cc1)c1c(C)nn(CCC#N)c1NC(=O)c1ccc(Cl)cc1 (stereo not drawn)
-3,-10,-4,-5,-7,-6,-1,-2,-2,-13,O=C1CSCc2nc3ccccc3n21
-2,-2,4,-2,-8,-1,-7,4,-7,-8,Cc1ccccc1NC(=O)Cn1cnc2c(oc3nc4c(cc32)COC(C)(C)C4)c1=O
-2,5,8,-5,-9,-3,2,4,-6,-7,O=C(NCc1ccccc1)c1cc(=O)nc2sc(-c3ccccc3)nn12
-3,-4,-1,-4,0,-3,8,4,1,1,Clc1ccccc1CO/N=C1\CCCc2nonc21
-8,-1,-3,-2,-4,0,-8,0,-6,-10,CCC1(c2ccc(Cl)cc2)NC(=O)N(CC(=O)NC2(C#N)CCCCC2)C1=O (stereo not drawn)
3,-2,-1,-1,3,-2,-7,-1,-2,4,Cc1cc(Nc2nnnn2-c2ccccc2)n(-c2ccccc2)n1
5,5,0,0,4,1,7,-11,-3,6,CN(CC(=O)N1CCc2ccccc2C1)c1ccccc1
3,-5,6,-2,-4,-1,11,-2,-25,-1,COC(=O)N/N=C(\C)c1ccc(OC(F)F)cc1
-8,-4,-4,-3,-8,1,3,1,-12,-5,COc1ccccc1CCNC(=O)c1cc(-c2ccccn2)nc2ccccc12
-2,-3,-1,-7,-7,-1,-4,-3,6,-36,Cn1c(C(=O)NCCCN2CCN(c3ccccc3F)CC2)cc2c(=O)[nH]c3ccccc3c21
3,-9,6,-2,15,-8,-8,9,20,-2,COc1cc(OC)cc(C(=O)NCC(=O)OCC(=O)Nc2ncc(Cl)cc2Cl)c1
-1,0,-7,-6,1,3,12,-7,8,-2,O=C(CCCCn1c(=O)c2ccccc2n(CC(=O)NC2CCCC2)c1=O)NC1CCCC1
11,5,3,0,-8,-2,-4,-2,2,3,CC(=O)Nc1cccc(OCc2ccc(S(=O)(=O)Cc3ccccc3)cc2)c1
-5,4,5,-6,0,2,6,3,-5,2,CCOC(=O)N1CCN(C(=O)C2CCN(S(=O)(=O)c3ccc(NC(C)=O)cc3)CC2)CC1
6,-3,0,0,3,-7,5,-3,5,0,C=CCn1c(=S)[nH]c2scc(-c3ccc(C)o3)c2c1=O

Assay outcomes: PubChem, The Scripps Research Institute Molecular Screening Center
